# MEX-5 binding: C. elegans MEX-5 TCR-2 RNA binding activity; Q9XUB2; MEX-5/FITC-TCR2 RNA binding, fluorescence polarization; active compounds read low; activity score (negative = inhibition of binding), % at 10 µM; 300,000 tested, 0.38% active;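 active = inhibition past about -25% in most replicates, and total fluorescence under double the plate's negative control median, limit read from the data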;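 note: 0% = DMSO and -100% = 5 µM competing unlabeled TCR2 RNA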
# Target sequence (Q9XUB2 whole entry, looked up): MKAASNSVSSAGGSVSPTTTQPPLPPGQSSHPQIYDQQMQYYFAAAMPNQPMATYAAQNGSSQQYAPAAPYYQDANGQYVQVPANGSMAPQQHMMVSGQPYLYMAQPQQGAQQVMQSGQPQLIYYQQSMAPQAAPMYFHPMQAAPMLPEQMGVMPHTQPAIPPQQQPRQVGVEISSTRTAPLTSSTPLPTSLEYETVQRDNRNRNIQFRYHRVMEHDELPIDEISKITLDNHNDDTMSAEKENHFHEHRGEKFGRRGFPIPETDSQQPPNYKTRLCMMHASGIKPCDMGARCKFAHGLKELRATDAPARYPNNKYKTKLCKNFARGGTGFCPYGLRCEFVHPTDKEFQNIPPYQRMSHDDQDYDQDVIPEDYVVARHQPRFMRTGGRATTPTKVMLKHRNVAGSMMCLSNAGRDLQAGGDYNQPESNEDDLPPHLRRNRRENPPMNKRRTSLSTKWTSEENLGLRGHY
# pPAFAH FP inh: inhibitors of human plasma PAF acetylhydrolase (pPAFAH); AID 463082; recombinant pPAFAH, FP-rhodamine probe fluorescence polarization; Q13093; 330,000 tested, 1.5% active; inhibition, % at 3.39 µM;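 active = inhibition above the mean inhibition across the screen plus 3 SD, cut at about 25% in these data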;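 note: inhibitors block binding of the rhodamine activity-based probe so polarization drops; 0% = enzyme with DMSO and 100% = wells lacking pPAFAH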
# Bcl-xL primary: Bcl-xL (human) inhibition. GST-Bcl-xL / FITC-Bim BH3 peptide fluorescence polarization. inhibition, % at 10.9 µM. 320,000 tested, 0.7% active. AID 2129;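 active = inhibition above the mean of all tested compounds plus 3 SD, cutoff set per campaign, cut at about 30% in these data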;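 note: 0% = DMSO wells and 100% = unlabeled Bim-BH3 peptide competitor; inhibitors lower millipolarization by displacing the labeled peptide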
# AHR act: human AHR activation; P35869; AHR-responsive luciferase reporter cells, luminescence; activation, % at 5 µM; 320,000 tested, 2.5% active; AID 2796; in the data active = activation above about 47%;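 note: 0% = vehicle wells and 100% = reference agonist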
# PME-1 primary: blocks human protein phosphatase methylesterase 1 | 320,000 tested, 0.53% active | Q9Y570 | AID 2130 | inhibition, % at 5.9 µM | recombinant PME-1, FP-Rh probe fluorescence polarization;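 active = inhibition above the campaign mean of all compounds plus 3 SD, cut at about 26% in these data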;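 note: competitive labeling of PME-1 active site by serine hydrolase directed probe; 0% = PME-1 with DMSO and 100% = wells lacking PME-1 enzyme; inhibitors block probe labeling so polarization falls and inhibition rises; many of its hits are not listed in these tables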
# Target sequence (Q9Y570 whole entry, looked up): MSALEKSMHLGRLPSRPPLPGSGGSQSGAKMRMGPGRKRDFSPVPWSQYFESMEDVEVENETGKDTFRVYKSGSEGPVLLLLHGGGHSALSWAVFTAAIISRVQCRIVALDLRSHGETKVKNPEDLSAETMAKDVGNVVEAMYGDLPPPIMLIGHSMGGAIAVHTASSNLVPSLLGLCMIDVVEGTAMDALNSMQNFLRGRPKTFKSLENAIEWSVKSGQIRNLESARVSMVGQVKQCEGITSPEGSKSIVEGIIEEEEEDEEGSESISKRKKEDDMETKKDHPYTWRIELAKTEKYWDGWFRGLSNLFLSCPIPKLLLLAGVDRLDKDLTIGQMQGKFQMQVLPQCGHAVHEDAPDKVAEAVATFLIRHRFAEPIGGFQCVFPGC
# GLD-1 TGE inh: GLD-1-TGE RNA interaction inhibition (C. elegans); purified GLD-1 + fluorescein TGE RNA, fluorescence polarization; 320,000 tested, 0.44% active; inhibition, % at 5.96 µM;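 active = percent inhibition above a per-plate cutoff, the plate mean of test compounds plus 3 SD, cut at about 30% in these data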;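 note: 0% = DMSO wells with GLD-1 and probe and 100% = wells lacking GLD-1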
# Fam108B inh: blocks mouse Fam108B hydrolase in RBBP9 counter-screen. inhibition, % at 9.51 µM. AID 1947. 300,000 tested, 0.33% active. recombinant Fam108B, FP-Rh probe fluorescence polarization;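 active = inhibition above the screen mean inhibition plus 3 SD, computed separately per campaign, cut at about 18% in these data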;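 note: inhibitors lower polarization as less probe binds the enzyme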
# MCL1 BIM primary: disrupts human MCL1 binding to BIM-BH3 peptide; Q07820; GST-MCL1 / FITC-Bim-BH3 fluorescence polarization; inhibition, % at 10.9 µM; 320,000 tested, 0.68% active; AID 2057;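 active = inhibition above the mean inhibition of all tested compounds plus 3 SD, set per campaign, cut at about 40% in these data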;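 note: 0% = DMSO wells and 100% = unlabeled Bim-BH3 peptide control; higher means more loss of mP so more displacement of Bim peptide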
# PAFAH1B2 FP inh: PAFAH1B2 (human) inhibition; P68402; 340,000 tested, 1.2% active; AID 492953; recombinant PAFAH1B2, FP-rhodamine activity probe, fluorescence polarization; inhibition, % at 3.39 µM;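 active = inhibition above the mean of all tested compounds plus 3 SD, cut at about 24% in these data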;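 note: 0% = enzyme with DMSO and 100% = wells lacking PAFAH1B2; many of its hits are not listed in these tables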
# Target sequence (P68402 whole entry, looked up): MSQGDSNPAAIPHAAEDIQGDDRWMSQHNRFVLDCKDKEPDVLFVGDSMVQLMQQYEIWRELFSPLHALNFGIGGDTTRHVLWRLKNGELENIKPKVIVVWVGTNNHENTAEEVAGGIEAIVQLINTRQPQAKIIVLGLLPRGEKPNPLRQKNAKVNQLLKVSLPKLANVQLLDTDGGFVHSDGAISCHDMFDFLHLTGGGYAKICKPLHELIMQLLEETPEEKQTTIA
# * marks the source's active call; other numbers are inactive results; · = not tested or not shown. Some of the compounds tested (hit frequency here may not be typical).
SMILES,MEX-5 binding,pPAFAH FP inh,Bcl-xL primary,AHR act,PME-1 primary,GLD-1 TGE inh,Fam108B inh,MCL1 BIM primary,PAFAH1B2 FP inh
CC1(C)CC(=O)C2=C(C1)Nc1cc3c(cc1C2c1ccc(F)cc1)OCO3 (stereo unspecified),-3.6,8,-1,37,3,1,1,-3,-3
NS(=O)(=O)c1ccc(NC(=S)N2CCCC2)cc1,-2.0,-3,-2,1,2,3,4,-1,-5
Cc1ccc2c(C)c(C(=O)NCCc3ccco3)oc2c1C,0.6,4,-3,10,3,3,-3,-11,-4
O=C(NC1CCN(C(=S)NCc2ccco2)CC1)C1CCCCC1,-1.8,-6,7,-1,-1,5,2,12,0
CCN(C(=O)c1ccccc1Cl)c1ccccc1,-0.5,-6,-3,1,-3,9,-1,-3,2
O=C(CN(C(=O)Cn1nnc(-c2ccc(F)cc2)n1)c1ccc(F)cc1)NC1CCCC1,-0.5,0,3,1,-3,8,2,-3,1
Cc1ccc(C)c(S(=O)(=O)N2CCCOC2CNC(=O)C(=O)NCc2cccnc2)c1 (stereo unspecified),-1.1,10,0,-3,4,8,-3,-9,1
O=C(COC(=O)/C=C/c1ccco1)NCc1ccccc1,-3.6,6,1,-2,1,3,5,-2,-2
Cc1ccc(CNC(=O)CCC2CCCN(C(=O)CCC(F)(F)F)C2)o1 (stereo unspecified),0.0,0,7,0,-2,3,4,5,2
CN(C)C1=NCCN1CCc1cccc(F)c1,1.0,6,3,0,1,4,1,4,-2
CCN(CC)CC(=O)Nc1sc2c(c1C(=O)c1ccccc1C)CCC2,-1.6,-5,2,2,-5,2,-1,-4,1
CCN1CCN(Cc2ccc(NC(=O)c3ccc(C)c(NC(=O)c4nccn4C)c3)cc2C(F)(F)F)CC1,0.5,0,3,0,1,-4,-1,8,-1
CC(=O)Nc1ccc(SC[C@H](c2ccccc2)N2CCN(CCc3ccccc3)CCC2=O)cc1,-1.5,2,5,25,-3,-1,2,21,·
O=C(NCN1CCN(c2ccccc2F)CC1)c1cccnc1,3.9,7,9,1,-3,6,-4,5,-1
CN(C(=O)c1ccc2ccccc2c1)c1ccccn1,0.4,7,0,-5,-2,1,6,-6,6
COc1ccc(-n2c(O)c(/C=N/n3cnnc3)c3ccccc3c2=O)cc1,-1.8,-1,4,4,2,-3,4,-2,4
Cc1ccc(S(=O)(=O)NC(=O)NCc2ccccc2)cc1,-1.6,-1,4,0,-7,7,-1,-1,5
Cc1ccc(CN2C(=O)CCC2C(=O)NC2CC2)cc1 (stereo unspecified),-0.4,-10,6,3,-3,1,-2,2,-3
CC1CCN(C(=O)COC(=O)CSc2ccc(C(N)=O)cc2[N+](=O)[O-])CC1,0.4,7,0,2,-1,1,3,1,1
Cc1cccc(CN2CCN(Cc3ccco3)CC2)c1,1.6,-1,3,-1,1,1,3,4,0
O=C(NC1=NCCS1)c1cc(-c2ccccc2)nn1-c1ccccc1,0.1,-1,-3,14,0,6,-9,-13,10
COc1cccc(C(=O)OCC(=O)Nc2nnc(-c3ccccc3)o2)c1,1.4,1,3,0,2,2,3,7,1
COc1ccc(NC(=O)c2cc([N+](=O)[O-])nn2Cc2ccccc2)c(C)c1,1.6,5,2,6,-5,7,2,-5,4
COc1ccc(N(C(=O)c2ccc(Br)o2)C2C=CS(=O)(=O)C2)c(OC)c1 (stereo unspecified),2.8,-3,4,3,0,5,-1,2,-2
CC(C)(C)NC(=O)C(c1ccco1)N(Cc1ccc2c(c1)OCO2)C(=O)c1snc(C(N)=O)c1N (stereo unspecified),2.7,3,-1,-2,1,4,-2,0,8
SMILES,MEX-5 binding,pPAFAH FP inh,Bcl-xL primary,AHR act,PME-1 primary,GLD-1 TGE inh,Fam108B inh,MCL1 BIM primary,PAFAH1B2 FP inh
COc1cc(CN(C)CC2CCCN(CCc3ccc(F)cc3)C2)c(Cl)cc1O (stereo unspecified),1.6,8,5,2,7,1,3,-1,0
CCn1cc(C(=O)N[C@@H](CCSC)C(=O)NCCN2CCOCC2)c(=O)c2cc3c(cc21)OCO3,-1.3,-5,3,4,1,0,1,2,6
CCOC(=O)/C=C1\SCC(=O)N1Cc1ccc(Br)cc1,5.3,-2,0,7,0,5,3,2,15
C[C@@H]1CN([C@@H](C)CO)C(=O)c2cccc(NC(=O)Nc3ccc4c(c3)OCO4)c2O[C@H]1CN(C)S(=O)(=O)c1cn(C)cn1,·,-2,·,0,·,6,·,·,0
O=C1NC(=Nc2ccccc2)S/C1=C\c1cccnc1,-6.6,7,5,9,-3,-1,1,-5,5
CCCCc1ccc(NC(=O)CSc2nc(=O)n3cc(C)ccc3n2)cc1,0.7,0,2,4,1,-2,-2,2,0
CCn1c(=O)c2c(nc(SCC(=O)N3CCC(C)CC3)n2C)n(C)c1=O,0.8,6,1,6,-1,-4,4,2,-2
CNc1nnc(SCC(=O)N2c3ccccc3NC(=O)CC2C)s1 (stereo unspecified),·,1,6,0,-4,5,·,1,-3
CCCn1nc(C(=O)NC2CCCCCC2)c2ccccc2c1=O,·,2,2,7,-4,0,·,-2,0
CC(C)(C)c1n[nH]c2c1CCCC2,0.3,0,4,-2,-3,5,-3,8,2
c1ccc(CNCCN2CCNCC2)nc1,2.4,4,10,-1,-7,1,-3,10,2
CCCCn1nnnc1SCC(=O)Nc1ccc2c(c1)OCCO2,-0.5,3,0,28,3,0,1,6,-2
CN(Cc1nc2ccccc2c(=O)[nH]1)Cc1cc(=O)oc2ccc3ccccc3c12,1.9,2,5,-1,-4,4,2,0,-2
C=CCN1C(=O)CS/C1=N\S(=O)(=O)c1ccc(Cl)cc1,0.3,1,-7,0,1,-10,0,-20,-3
COCCSc1ccccc1C(=O)N1CCCC1,1.7,4,4,-1,0,9,0,11,4
COCCn1c(SCc2ccc(C(=O)OC)o2)nc2ccccc2c1=O,·,1,3,-2,1,0,-2,9,4
Cc1cccc2c1N(CC(=O)OC(C)C)C(=O)C2=O,0.8,2,-2,2,-1,-4,1,2,-3
N#CC1=C2C=CC=CN2CC1=O,-5.8,2,20,6,-1,19,-1,18,2
O=C(Nc1ccccc1Oc1ccccc1)c1ccccc1F,-0.9,28*,5,119*,-2,0,-5,-2,0
COC(=O)c1ccc(OCC2c3cc(OC)c(OC)cc3CCN2C(=O)C2CC2)cc1 (stereo unspecified),·,-3,-3,-2,0,8,-3,-9,-2
O=C(COc1ccccc1Br)NC1CCCC1,3.0,0,0,6,-1,-1,-1,-1,-2
COc1cccc2cc(C(=O)NC(C)c3ccccc3)c(=O)oc12 (stereo unspecified),0.3,-1,0,2,3,3,-4,4,13
O=[N+]([O-])c1cccc(-n2nnnc2CN2CCCC2)c1,-0.8,2,0,2,2,-1,0,1,4
Cc1cccc(OCC(=O)Nc2cc(Cl)ccc2-n2cncn2)c1C,0.4,-3,1,18,-4,2,-4,-3,0
CCn1c(O)c(N=NC(=O)CNc2ccc(C)cc2)c2ccccc21,0.3,6,6,67*,12,11,-1,5,-2

# Given with values under each structure: part of the list above
# Results follow in this order: MEX-5 binding, pPAFAH FP inh, Bcl-xL primary, AHR act, PME-1 primary, GLD-1 TGE inh, Fam108B inh, MCL1 BIM primary, PAFAH1B2 FP inh
> CCOC(=O)/C=C1\SCC(=O)N1Cc1ccc(Br)cc1
  5.3, -2, 0, 7, 0, 5, 3, 2, 15
> Cc1cccc2c1N(CC(=O)OC(C)C)C(=O)C2=O
  0.8, 2, -2, 2, -1, -4, 1, 2, -3

# Following part:
SMILES,MEX-5 binding,pPAFAH FP inh,Bcl-xL primary,AHR act,PME-1 primary,GLD-1 TGE inh,Fam108B inh,MCL1 BIM primary,PAFAH1B2 FP inh
O=C(CCN1C(=O)/C(=C/c2cccs2)SC1=S)Nc1cccc(O)c1,-1.9,7,-4,5,1,-12,-6,1,-6
O=C(C1=C(O)C(=O)N(CCN2CCOCC2)C1c1ccco1)c1cc2ccccc2o1 (stereo unspecified),-1.7,1,13,4,-3,4,0,6,5
Cc1ccccc1-n1nc2c(c1NC(=O)c1cc3ccccc3oc1=O)CS(=O)(=O)C2,0.5,-3,3,1,4,-4,10,10,·
CCOc1ccc(CN(C)C(=O)CNC(=O)Cc2cccc3ccccc23)cc1,-1.3,3,4,0,3,3,-2,8,5
CCOc1ccccc1N1CCN(S(=O)(=O)c2ccc(F)c(F)c2)CC1,2.2,4,5,11,-5,1,-3,0,3
CC(Cn1cnc2ccccc21)C(=O)O (stereo unspecified),-2.2,0,1,-1,2,4,-3,5,1
Cc1cccc2nc(-c3ccco3)c(Nc3ccc4c(c3)OCCO4)n12,-0.5,8,2,2,0,2,1,4,6
CC(NCC1COc2ccccc2O1)C(=O)NCc1ccccc1 (stereo unspecified),-0.4,8,11,9,1,1,-1,8,-3
O=C(CSc1nncn1-c1ccccn1)Nc1cccc(Cl)c1,-0.5,0,-3,13,-5,6,1,2,0
CC(=O)Nc1ccc(N(C(=O)Cc2cccs2)C(C(=O)NC2CCCC2)c2ccncc2)cc1 (stereo unspecified),-0.1,-1,1,-1,-4,-2,3,6,3
CC1(C)CC2(CC(C)(C(=O)CSc3nc4ccccc4s3)OC2=O)C(=O)O1 (stereo unspecified),1.6,6,11,6,-1,-1,3,8,2
Cc1ccc(/C=C/C(=O)Nc2cccc3ncccc23)o1,-2.2,-1,11,1,-1,8,-3,7,-2
COc1ccc(N(C)C(=O)CCS(=O)(=O)c2cccc3nonc23)c(OC)c1,0.6,1,10,9,5,-1,-5,17,0
CCOc1cc(/C=C(\CC(=O)O)c2nc3ccccc3s2)ccc1OC,-0.1,-1,6,1,1,3,-4,2,-1
CCCCN(CC)C(=O)CSc1cc(=O)n(C)c2ccccc12,-1.9,6,1,19,3,9,-2,-1,1
COC(=O)c1ccc(CNC(=O)C2CCC(=O)N(Cc3ccccn3)C2)cc1 (stereo unspecified),1.4,3,-1,0,1,1,1,-4,1
CCOC(=O)Cc1c(C)nc2c(-c3ccc(OC)cc3)c(C)nn2c1C,1.2,-2,-23,32,1,1,3,2,3
CCc1ccc(OCC(=O)N2c3ccccc3CCc3ccccc32)cc1,-0.8,9,5,8,2,4,-1,0,5
CCOc1ccc(NC(=S)Nc2cc(OC)c(Cl)cc2OC)cc1,0.4,13,8,6,9,8,-1,10,1
Cc1nn(C)c(C(=O)Nc2ccn(Cc3c(F)c(F)cc(F)c3F)n2)c1[N+](=O)[O-],0.3,2,2,-1,0,9,1,1,-1
O=C(COc1ccc(/C=N/NC(=O)c2cc3ccccc3o2)cc1Br)Nc1ccccc1,2.0,20,-2,3,-11,5,-38,6,-20
Cc1ccc(N2C(=O)CC(n3nc(C)cc3C)C2=O)cc1 (stereo unspecified),1.8,3,1,-2,6,11,1,-1,3
COc1cccc(CN(C)CC(=O)Nc2ccccc2C(=O)Nc2ccccc2)c1,-2.3,-1,4,9,3,2,-3,5,-1
CC(C)(C)n1nnnc1C(c1ccccn1)N(Cc1ccccc1)Cc1ccc(Cl)cc1 (stereo unspecified),-0.5,0,4,3,-4,7,-3,2,-1
COc1ccccc1CCC(=O)Nc1ccc(OC)c(S(=O)(=O)N2CCOCC2)c1,·,2,0,1,-3,0,·,-2,-1
CCOc1ccccc1NC(=S)N1CCC(NC(=O)c2ccco2)CC1,·,-2,1,1,6,3,-1,0,-6
COc1cc(NS(=O)(=O)c2ccc(C)cc2C)cc(OC)c1OC,·,0,5,9,-1,8,3,3,11
O=c1c2ccccc2[nH]c(=S)n1CCN1CCCC1,-1.0,-1,6,-1,-2,-7,-5,7,-1
Cc1n[nH]c(=O)c2c(NC(=O)COC(=O)c3ncc(Cl)c(Cl)c3Cl)oc(C)c12,-1.7,3,2,-1,3,7,-2,4,0

# Screening data deposited in PubChem BioAssay by several laboratories.
